OX1R antagonist: human HCRTR1 antagonism. 330,000 compounds, 0.43% hits. O43613. CHO/OX1R cells, Fluo-8 calcium fluorescence, orexin A. AID 434989. inhibition, % at 5 µM;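 active = inhibition above its plate's threshold, mean inhibition of all tested compounds on the plate plus 3 SD, cut at about 37% in these data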;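 note: 0% = orexin A challenge wells and 100% = SB-334867-A antagonist wells; not every result past the cut was called active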
Target sequence (O43613 whole entry, looked up): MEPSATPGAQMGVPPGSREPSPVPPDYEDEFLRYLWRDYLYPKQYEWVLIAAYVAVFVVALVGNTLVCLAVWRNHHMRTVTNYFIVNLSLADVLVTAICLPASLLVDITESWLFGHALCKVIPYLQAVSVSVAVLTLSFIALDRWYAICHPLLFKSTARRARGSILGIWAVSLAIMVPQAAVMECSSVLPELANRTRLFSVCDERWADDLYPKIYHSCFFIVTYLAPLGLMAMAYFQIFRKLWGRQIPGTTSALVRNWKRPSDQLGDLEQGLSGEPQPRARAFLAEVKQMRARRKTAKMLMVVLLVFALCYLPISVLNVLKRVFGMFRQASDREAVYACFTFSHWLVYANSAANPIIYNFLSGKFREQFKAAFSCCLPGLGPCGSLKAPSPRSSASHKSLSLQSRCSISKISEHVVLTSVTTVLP
CHT PAM: human CHT allosteric activation | 310,000 compounds, 0.49% hits | CHT-expressing cells, membrane potential dye, choline EC20; active compounds read high; LV-AA mutant CHT in HEK293 cells | AID 488977 | B-score at 10 µM | Q9GZV3;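 active = initial fluorescence not abnormally high and integrated response B-score, plate-corrected, over 3 SD above library mean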
Target sequence (Q9GZV3 whole entry, looked up): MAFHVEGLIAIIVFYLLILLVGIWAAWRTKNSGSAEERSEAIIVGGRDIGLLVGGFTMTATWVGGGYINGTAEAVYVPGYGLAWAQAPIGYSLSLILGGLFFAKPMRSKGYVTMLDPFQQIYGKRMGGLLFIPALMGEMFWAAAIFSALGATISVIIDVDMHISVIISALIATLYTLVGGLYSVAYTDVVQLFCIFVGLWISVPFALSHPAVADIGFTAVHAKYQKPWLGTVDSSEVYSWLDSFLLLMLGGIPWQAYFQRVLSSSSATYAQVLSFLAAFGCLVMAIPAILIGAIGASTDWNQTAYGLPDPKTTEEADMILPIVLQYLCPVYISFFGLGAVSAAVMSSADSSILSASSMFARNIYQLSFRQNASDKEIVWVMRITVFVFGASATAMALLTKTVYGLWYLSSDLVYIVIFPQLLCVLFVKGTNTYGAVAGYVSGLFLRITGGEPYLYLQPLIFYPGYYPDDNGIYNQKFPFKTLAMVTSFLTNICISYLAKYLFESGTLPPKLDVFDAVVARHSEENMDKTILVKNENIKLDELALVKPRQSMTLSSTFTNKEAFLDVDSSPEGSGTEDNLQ
Active calls of the source: *; i = inactive; / = not tested or not shown.

Compound	OX1R antagonist	CHT PAM
CCOc1cc(NC(=S)NCCCN2CCOCC2)c(OCC)cc1NC(=O)c1ccco1	-40.1	i
N#Cc1cc2c(nc1SCc1cccnc1)CCCC2	-35.0	i
C[C@]12C=CC(=O)C=C1CC[C@@H]1C2=CC[C@]2(C)[C@@H](C(=O)CN3CCN(c4cc(N5CCCC5)nc(N5CCCC5)n4)CC3)CC[C@@H]12	-14.2	8.21*
O=C(CNC(=O)c1ccccc1)NCC(=O)OCc1ccc(Cl)cc1	-14.5	i
O=C(COC(=O)c1c(Cl)ccc(Cl)c1Cl)NCC1CCCO1 (configuration not stated)	-4.6	/
COc1ccc(NC(=S)NCCSc2ccc(Cl)cc2)c(OC)c1	-14.8	i
CN1CCN(S(=O)(=O)c2ccc(Cc3ccc(S(=O)(=O)N4CCN(C)CC4)cc3)cc2)CC1	8.3	i
COc1ccc(NC(=O)C2CCCN2S(=O)(=O)c2ccc3c(c2)CC(C)N3C(C)=O)cc1OC (configuration not stated)	-9.0	i
O=C(CSC(=S)N1CCOCC1)Nc1nc(=O)c2ccccc2s1	-10.7	i
CCCCCn1c(=O)[nH]c2cc(C(=O)N3CCN(c4ccccc4F)CC3)ccc2c1=O	-30.9	i
CC(C)c1ccc(S(=O)(=O)N2CCN(C(C)C(=O)NC3CCCC3)CC2)cc1 (configuration not stated)	2.3	/
CCOC(=O)C1CCN(C(=O)CN(Cc2ccc(Cl)cc2)S(C)(=O)=O)CC1	-26.5	i
Cc1nc2ccccc2c2oc(C(=O)N3CCN(C4CCCCC4)CC3)cc12	-21.9	i
CCOc1ccc(/C=N/NC(=O)c2cc3c(OC)cccc3[nH]2)cc1	-19.2	i
COc1cc([N+](=O)[O-])ccc1NC(=O)CSc1ccccn1	-18.8	i
CC(C)N1C(=O)/C(=C/c2nc3ccccc3c(=O)n2-c2ccccc2)c2ccccc21	-21.8	i
CN(C)N(Cc1ccccc1)C(=O)C(O)(c1ccccc1)c1ccccc1	/	i
COCCOC(=O)C1=C(N)OC2=C(C(=O)CCC2)C1c1cccnc1 (configuration not stated)	-6.7	i
CCCCOc1ccc(C(=O)NCC(=O)NC2CCN(Cc3ccccc3)CC2)cc1	-20.5	i
CC(C)Nc1nc2ccccc2c(=O)[nH]1	-3.1	i
CCCCOC(=O)C(C)c1c(C)[nH]c(=S)[nH]c1=O (configuration not stated)	2.9	i
CCOc1ccc(OCCOc2cccc(C(F)(F)F)c2)cc1	-11.9	i
Cc1ccc(Cl)cc1NC(=O)COC(=O)CN1C(=O)C2CCCCC2C1=O (configuration not stated)	-15.1	/
Cc1ccccc1NS(=O)(=O)c1ccc(C(=O)N2CCCC(C(F)(F)F)C2)cc1 (configuration not stated)	-10.5	i
NC(=O)c1cc(Br)cc(C2CCCCC2)c1O	15.4	i
O=C(O)CC1SC(N/N=C/c2ccc(Br)cc2)NC1=O (configuration not stated)	-20.7	i
Cc1nc2ccccc2cc1C(=O)Nc1ccccc1Cl	-19.9	i
CCCCNC(=O)c1cc2cc(CC)ccc2[nH]1	-27.8	i
O=S(=O)(c1cccc(NC(=S)Nc2ccc(Br)cc2Cl)c1)N1CCOCC1	-15.0	i
CCCCCCNCC1OCc2ccccc2CO1	-13.2	i
COC(=O)C1Cc2c([nH]c3ccccc23)C(C)N1 (configuration not stated)	5.5	i
Cc1cccc(N2C(=O)c3ccc(C(=O)Nc4c[nH]c(=O)[nH]c4=O)cc3C2=O)c1	3.2	i
COc1ccc(Nc2nc(NCCCN3CCOCC3)nc(N)c2[N+](=O)[O-])cc1	-17.3	i
COc1ccc(NC(=O)CSc2nc(C)c3c(c2C#N)CCCC3)cc1	-31.5	i
CCCc1c(C(=O)N/N=C/c2ccc(OC)c(OCc3ccccc3)c2)nnn1-c1nonc1N	5.8	i
O=C(c1ccccc1)c1coc2c1C(=O)c1ccccc1C2=O	-20.1	i
CC1CCN(CCc2nc3cc(NC(=O)COc4ccc([N+](=O)[O-])cc4)ccc3n2C)CC1	-12.8	i
COCCn1c(=O)[nH]c2cc(C(=O)N3CCN(c4cccc(Cl)c4)CC3)ccc2c1=O	25.1	i
CC(C)CCn1c(SCC(=O)Nc2ccccc2C(F)(F)F)nc2nccnc2c1=O	-46.0	i
O=C(NCc1ccc(Cl)cc1)C1CCCN(S(=O)(=O)c2cnc[nH]2)C1 (configuration not stated)	-1.3	i
Cc1ccc(-c2nn3c(C)nnc3s2)cc1NC(=O)c1ccco1	-13.9	i
CN(C(=O)CC1C(=O)NCCN1Cc1ccoc1)C1CCOCC1 (configuration not stated)	3.0	i
O=C(CSc1nnc(NC(=O)c2cccc(F)c2)s1)NCc1ccco1	-22.2	i
O=C(CN1CCN(C(=O)c2cccc(-n3cnnn3)c2)CC1)Nc1ccccc1Cl	-6.3	/
CC(C)C(=O)N1N=C2CCCCC2C1(O)C(F)(F)F (configuration not stated)	-8.4	i
CC(C)CNC(=O)Cn1c(=O)c2c(ncn2CC(C)C)n(Cc2ccccc2)c1=O	-24.5	i
CC1CCN(C(=O)COC(=O)C23CC4CC(CC(O)(C4)C2)C3)CC1	0.4	/
Cc1c(CCOC(=O)c2ccccc2)sc[n+]1CC(=O)c1ccc(Br)cc1	-16.7	i
NC(CO)C12CC3CC(CC(C3)C1)C2 (configuration not stated)	-11.3	i
Cc1csc(NC(=O)CSc2nnc(Cc3cccn3C)n2CCc2ccccc2)n1	-14.3	i
S=C(c1ccccc1)N1CCCc2ccccc21	4.3	i
COc1cc(NC(=O)Cn2cnc3c(NCc4ccccc4)ncnc32)cc(OC)c1OC	-23.1	/
S=c1[nH]nc(-c2cccnc2)n1/N=C/c1cccs1	-4.9	i
O=C(Nc1ccc(S(=O)(=O)NC2=NCCCCC2)cc1)c1ccc(C(F)(F)F)cc1	-19.7	i
Cc1ccc(C2=NN(CC(=O)NCCC(C)C)C(=O)CC2)cc1	-28.0	i
O=C(Nc1nc(=S)ss1)c1c(F)cccc1F	-1.8	i
CCOC(=O)C1=C(C)Nc2ccccc2N=C1NC(=O)Cc1ccc(Br)cc1	-24.4	i
Cc1oc(-c2cc(F)ccc2F)nc1CN1CCN(c2cnccn2)CC1	-45.5	i
COc1cc2[nH]c(C(=O)N3CCc4ccccc43)cc2c(OC)c1OC	-24.7	i
CC1=CC(=O)C=CC1(C)C(Cl)Cl (configuration not stated)	-7.2	i

An excerpt of these results, with two lines to a compound.
Sequence of screens – OX1R antagonist | CHT PAM
> COc1ccc(NC(=O)CSc2nc(C)c3c(c2C#N)CCCC3)cc1
 : -31.5 | i
> CCCc1c(C(=O)N/N=C/c2ccc(OC)c(OCc3ccccc3)c2)nnn1-c1nonc1N
 : 5.8 | i

Filtered by structure, those above with a furan ring, fused or not (6)
Compound	OX1R antagonist	CHT PAM
CCOc1cc(NC(=S)NCCCN2CCOCC2)c(OCC)cc1NC(=O)c1ccco1	-40.1	i
Cc1nc2ccccc2c2oc(C(=O)N3CCN(C4CCCCC4)CC3)cc12	-21.9	i
O=C(c1ccccc1)c1coc2c1C(=O)c1ccccc1C2=O	-20.1	i
Cc1ccc(-c2nn3c(C)nnc3s2)cc1NC(=O)c1ccco1	-13.9	i
CN(C(=O)CC1C(=O)NCCN1Cc1ccoc1)C1CCOCC1 (configuration not stated)	3.0	i
O=C(CSc1nnc(NC(=O)c2cccc(F)c2)s1)NCc1ccco1	-22.2	i

The listing continues.
Compound	OX1R antagonist	CHT PAM
C/C=C1\COC(C(=O)NCc2ccccc2)(C(F)(F)F)C=C1C=C(C)C (configuration not stated)	-31.2	i
COc1ccc(CNc2ncc(-c3ccccc3)n2C)c(OC)c1OC	-24.1	i
O=C(CC12CC3CC(CC(C3)C1)C2)Nc1nncs1	-26.8	i
CCOC(=O)c1ccc(NC(=S)N2CCCC2c2ccc(OC)c(OC)c2)cc1 (configuration not stated)	-32.2	i
Cc1ccc(CNC(=O)CN(CCc2ccccc2)S(C)(=O)=O)cc1	-10.4	i
CC(=O)c1ccccc1C(=O)N1CCCC(C(=O)c2ccc(C(F)(F)F)cc2)C1 (configuration not stated)	-19.3	i
Cc1n[nH]c(C)c1CCCOc1ccccc1	-13.1	i
CCC(C)C(NC(=O)C(CC(C)C)NC(=O)C(CO)NC(=O)C1CCC(=O)N1)C(=O)OC (configuration not stated)	-4.2	i
O=C(NCCc1ccccn1)C1CCN(S(=O)(=O)c2ccc(Cl)cc2)CC1	-7.0	i
COC(=O)c1ccc(C(=O)Nc2ccc(F)cc2)cc1	-3.9	i
Oc1ccc(O)c(Cc2nc3ccccc3[nH]2)c1	7.4	i
CNC[C@@H](C)NC[C@@H](Cc1ccccc1)NCCc1ccccc1	-24.2	i
CC(NC(=O)c1cccc(Br)c1)c1ccccc1 (configuration not stated)	-23.9	i
O=C(NCN1CCOCC1)c1cnccn1	3.2	i
O=C(CSCc1ccc(Cl)cc1)N/N=C/c1c(Cl)cccc1Cl	-4.9	i
COc1cc(C(=O)N2CCN(S(=O)(=O)c3cccc(F)c3)CC2)ccc1OCC(=O)N1CCOCC1	-16.9	i
O=C(O)CCN1c2ccccc2Sc2ccccc21	/	i
OCCCNc1ncnc2sc3c(c12)CCN(Cc1ccccc1)C3	-19.7	6.24*
CC1CCN(CCCNC(=O)CCc2nnc3n(CCc4ccccc4)c(=O)c4ccccc4n23)CC1	-38.0	i
CCOC(=O)C1=C(O)C(Nc2nc3ccccc3s2)(C(F)(F)F)N=C1C (configuration not stated)	-15.9	i
COc1ccc(C2CC(C(F)(F)F)n3nc(C(=O)O)c(Cl)c3N2)cc1OC (configuration not stated)	-12.3	i
O=C(CNC(=O)c1cccs1)OCc1c(F)cccc1Cl	-6.4	i
CCc1ccc(NC(=S)N(Cc2ccc(Cl)cc2)Cc2ccc(C(=O)O)cc2)cc1	-5.4	i
O=C(c1ccccc1)c1ccccc1C(=O)N1CCOCC1	5.2	i
Brc1ccc(-c2csc(N/N=C/c3cccnc3)n2)cc1	-40.6	i
N=C1c2ccccc2CN1NC(=O)CC12CC3CC(CC(C3)C1)C2	-27.6	i
Cc1c(Cl)cccc1NC(=O)Nc1ccc(C(N)=O)cc1	6.7	i
Cn1ncc2c(N3CCN(c4ccc(Cl)c(Cl)c4)CC3)ncnc21	7.2	i
CC(=O)c1ccc(N2CCN(CC(=O)Nc3ccc4c(c3)OCCO4)CC2)cc1	-10.1	i
O=C(c1ccc(F)cc1)N1CCN(C(=O)c2ccc([N+](=O)[O-])cc2)CC1	-23.3	i

Molecules listed so far containing a cyano group (2):
Compound	OX1R antagonist	CHT PAM
N#Cc1cc2c(nc1SCc1cccnc1)CCCC2	-35.0	i
COc1ccc(NC(=O)CSc2nc(C)c3c(c2C#N)CCCC3)cc1	-31.5	i

The list goes on:
Compound	OX1R antagonist	CHT PAM
Cc1ccccc1CNC(=O)C1CCN(c2nnc(N3CCCC3=O)s2)CC1	-16.0	i
O=C(CSc1nnc(-c2ccco2)n1-c1ccccc1)Nc1c(Cl)cc(Cl)cc1C(=O)O	1.8	/
CCOC(=O)c1[nH]c(C)c(C(=O)Nc2ccc(C)c(C)c2)c1C	-12.9	i
CCOc1ccc(NC(=O)CN(C)C(=O)c2cc3c(s2)CCCCC3)cc1OCC	-18.9	i
COc1ccccc1CC(=O)NC1CC1	-3.8	i
O=C(CN1C(=O)NC2(CCc3ccccc32)C1=O)c1ccc(Br)cc1 (configuration not stated)	-30.3	i
Cc1ccc(NC(=O)/C(=C\c2cccc(Br)c2)NC(=O)c2ccco2)cc1	-4.1	i
COc1cccc(NC(=O)CN(C)C(=O)CNC(=O)c2sc3ccccc3c2Cl)c1	-26.3	/
Cc1cccnc1NC(=S)NC(=O)/C=C/c1ccco1	-7.7	i
COc1ccccc1CCN=C(N)NS(=O)(=O)c1ccccc1	-12.2	i
CCOc1cccc(C(=O)NCc2ccccc2)c1	-15.4	i
CCOC(=O)C1CCCN(c2c(Nc3cc(C)cc(C)c3)c(=O)c2=O)C1 (configuration not stated)	-23.4	i
CC(=O)Nc1ccc(/C=N/NC(=O)c2cc(-c3ccco3)nc3ccccc23)cc1	-2.7	i
CC(C)CNS(=O)(=O)c1ccc(CCC(=O)N2CCC(C(N)=O)CC2)cc1	-10.8	i
C=CCNC(=O)c1ccncc1	-26.1	i
CCCCN(C)C(=O)C1CCCN(S(=O)(=O)c2ccc3c(c2)oc(=O)n3C)C1 (configuration not stated)	-24.6	i
CCOC(=O)c1ccc(NC(=O)c2cc(OC)c(OC)c(OC)c2Br)cc1	-17.2	i
Cc1cc(OCC(=O)Nc2ccc(S(=O)(=O)N3CCN(C)CC3)cc2)cc(C)c1Cl	-4.1	i
O=C(/C=C/c1ccco1)Nc1ccccc1N1CCCC1	-29.7	i
CC(c1ccccc1)N1C(=O)c2ccc(C(=O)Nc3ccc(Br)cc3C(=O)O)cc2C1=O (configuration not stated)	-9.7	i
FC(F)(F)c1cccc(OCCOCCn2cncn2)c1	-14.2	i
O=C(COc1ccc(Br)cc1Br)NC(=O)NC1CCCC1	-33.5	i
CCn1c(SCc2c(Cl)cccc2Cl)nnc1-c1nn(-c2ccccc2)ccc1=O	-19.3	i
O=C(c1ccc([N+](=O)[O-])cc1)N(Cc1ccc(Cl)cc1)N1C(=O)CCCC1=O	6.3	i
N#Cc1ccc(-c2cn(-c3ccccc3)c3[n+]2CCCS3)cc1	8.3	10.5*
Cc1ccc(S(=O)(=O)c2c(C)nn(-c3ccccc3)c2OC(=O)c2ccco2)cc1	-11.2	i
CCOc1ccc(C(=O)NC(=S)Nc2ccc(NC(=O)c3ccco3)c(C)c2)cc1[N+](=O)[O-]	-8.9	i

Bioassay records deposited in PubChem by several laboratories.
